# Tb MetRS inh – Trypanosoma brucei MetRS inhibition. inhibition, % at 11.9 µM. purified T. brucei MetRS, ATP depletion, Kinase-Glo luminescence. hit rate 0.4% among 360,000;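 active = inhibition above a per-plate cutoff of the control wells' mean inhibition plus 3 SD, cut at about 5.5% in these data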;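 note: 0% = DMSO wells median and 100% = median of wells with control inhibitor compound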
#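 Dosing: 11.9 µM single point; system: parasite MetRS enzyme; technique: luminescence of leftover ATP; times: 15 min enzyme-compound preincubation, 2 h reaction, 10 min detection, 25 °C; replicates: each compound tested once; read-out basis: percent inhibition relative to median high and low control wells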
# bovine MsrA act – activates bovine MsrA enzyme. activation, % at 10.6 µM. hit rate 0.3% among 360,000. purified bovine MsrA, absorbance read-out; in the data active = activation above about 7.5%;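 note: 0% = vehicle and 100% = reference activator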
# LMPTP inh – LMPTP (human) inhibition | inhibition, % at 20 µM | P24666 | recombinant LMPTP-A, OMFP fluorogenic substrate, fluorescence intensity | hit rate 0.22% among 360,000;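 active = compounds that cut the enzyme signal by at least half of the control window in the single-dose screen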;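 note: plate controls were DMSO wells with enzyme plus substrate for no effect and substrate without enzyme for full effect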
#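 material = LMPTP-A | quantity = 0.625 nM enzyme | reagent = OMFP substrate, 400 µM final | buffer or medium = Bis-Tris pH 6.0, DTT, detergent | detection = endpoint fluorescence intensity from OMFP dephosphorylation | dosing = single 20 µM dose | read-out basis = % inhibition relative to no-enzyme and uninhibited control wells | control set = no-enzyme and uninhibited controls | timing = 50 min at room temperature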
# E coli Lon inh – E. coli protease La inhibition; P0A9M0; purified E. coli Lon protease, fluorescence polarization; inhibition, % at 7.94 µM; hit rate 0.42% among 360,000; AID 602123; in the data active = inhibition above about 13%, passing the limit was not always enough;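 note: 0% = enzyme with probe and DMSO and 100% = no enzyme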
# DNMT1 inh – blocks human DNA methyltransferase DNMT1. P26358. DNMT1 molecular beacon, Hinp1I cleavage, fluorescence. inhibition (reported as % activation of signal), % at 10 µM. hit rate 0.83% among 360,000. AID 588458; in the data active = inhibition above about 50%
# CendR NRP1 mod – NRP-1/CendR interaction modulation; inhibition, % at 25 µM; O14786; hit rate 0.85% among 360,000; FAM-RPARPAR peptide binding to NRP-1, fluorescence polarization;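 active = inhibition or corrected inhibition above about 18%, plus a signal ratio from 0.5 to 1.5, limit read from the data, passing the limit was not always enough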; note: strong numbers were not always called active
# Target sequence (O14786 whole entry, looked up): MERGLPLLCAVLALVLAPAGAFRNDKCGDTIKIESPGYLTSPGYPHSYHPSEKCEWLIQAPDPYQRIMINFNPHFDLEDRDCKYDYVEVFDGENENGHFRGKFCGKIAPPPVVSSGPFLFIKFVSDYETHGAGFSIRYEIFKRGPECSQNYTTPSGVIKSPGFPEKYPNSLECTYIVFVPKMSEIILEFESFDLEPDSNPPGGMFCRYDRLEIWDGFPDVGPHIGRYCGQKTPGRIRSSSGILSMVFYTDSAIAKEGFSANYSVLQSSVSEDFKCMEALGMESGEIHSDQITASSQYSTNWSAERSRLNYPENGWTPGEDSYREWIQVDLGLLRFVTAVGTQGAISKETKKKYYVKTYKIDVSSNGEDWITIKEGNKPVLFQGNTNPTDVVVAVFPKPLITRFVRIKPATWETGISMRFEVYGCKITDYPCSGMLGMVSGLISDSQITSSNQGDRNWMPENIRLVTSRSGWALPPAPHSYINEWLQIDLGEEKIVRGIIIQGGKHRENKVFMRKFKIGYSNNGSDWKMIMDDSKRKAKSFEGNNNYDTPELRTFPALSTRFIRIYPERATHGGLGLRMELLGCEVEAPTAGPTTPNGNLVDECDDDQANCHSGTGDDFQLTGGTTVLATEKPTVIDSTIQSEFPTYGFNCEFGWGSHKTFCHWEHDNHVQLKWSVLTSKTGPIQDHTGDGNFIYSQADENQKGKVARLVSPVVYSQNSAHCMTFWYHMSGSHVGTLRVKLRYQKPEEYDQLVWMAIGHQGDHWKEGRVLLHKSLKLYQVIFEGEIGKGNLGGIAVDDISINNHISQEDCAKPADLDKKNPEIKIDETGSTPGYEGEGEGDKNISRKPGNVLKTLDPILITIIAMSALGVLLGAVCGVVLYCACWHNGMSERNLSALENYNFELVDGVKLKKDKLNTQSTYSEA
# STEP block – STEP (human) phosphatase inhibition. inhibition, % at 20 µM. P54829. hit rate 0.25% among 360,000. AID 588621. recombinant STEP, OMFP fluorogenic substrate, fluorescence;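 active = inhibition at 20 µM, scaled per plate between control wells, above about 37%, limit read from the data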;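 note: 0% = DMSO with enzyme and substrate and 100% = substrate only without enzyme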
#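 Measure: Control-normalized % inhibition with plate pattern correction | Test system: STEP phosphatase, cell-free reaction | Medium: pH 6.0 Bis-Tris with DTT and Tween 20 | Technique: Fluorescence, 480/540 nm | Times: Reaction 20 min, ambient temperature | Doses: Single compound dose of 20 µM, 1% DMSO final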
# MsrA inh – inhibits bovine methionine sulfoxide reductase A; hit rate 0.75% among 360,000; purified bovine MsrA, absorbance read-out; inhibition, % at 15.5 µM; in the data active = inhibition above about 4.5%;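 note: 0% = vehicle wells with enzyme and 100% = reference inhibitor wells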
# Scp-1 inhibitor – inhibitors of human Scp-1 phosphatase; Q9GZU7; Recombinant Scp1, phosphopeptide, malachite green phosphate absorbance; inhibition, % at 20 µM; hit rate 0.88% among 340,000; AID 493091;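 active = inhibition above about 50% at 20 µM, limit read from the data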;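 note: plate controls were DMSO wells with enzyme for no effect and wells lacking enzyme for full effect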
#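 Times: enzyme reaction 45 min at room temperature, colour 5 min, stabilisation 30 min. Material: SCP-1 catalytic fragment, aa 76-261. Medium: Acidic Tris acetate buffer with magnesium and detergent. Signal: colorimetric free-phosphate detection, absorbance 630 nm. Read-out basis: % inhibition of SCP-1 phosphate liberation. Reagent: Phosphorylated 17-residue peptide substrate.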
# SUMO1-SIM PPI – alters human SUMO1 binding to SIM partners | SUMO1 binding to a labelled peptide, TR-FRET, 1 h | inhibition, % at 20 µM | hit rate 0.33% among 360,000 | P63165 | AID 602429; in the data active = inhibition above about 37%
# Target sequence (P63165 whole entry, looked up): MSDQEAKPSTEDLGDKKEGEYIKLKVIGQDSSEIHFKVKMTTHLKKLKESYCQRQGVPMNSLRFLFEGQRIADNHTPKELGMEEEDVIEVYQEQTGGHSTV
# * = called active by the depositor; nt = not tested or not shown. Random draw from the library; 4.3% or so of the library scored in one or more.
# Results follow in this order: Tb MetRS inh, bovine MsrA act, LMPTP inh, E coli Lon inh, DNMT1 inh, CendR NRP1 mod, STEP block, MsrA inh, Scp-1 inhibitor, SUMO1-SIM PPI
Cn1c(NC(=O)CCC2CCCCC2)cc(=O)n(C)c1=O
 : -0.4, -2, 1.1, -2, -1, -13, 0, 0.2, -9, 9
Cc1cc(N2CCN(C(=O)/C=C/C(=O)O)CC2)c2ccccc2n1
 : -2.1, -12, 12, 6, 1, -1, -2, 0.3, -4, -1
COc1ccc(C(C)=O)cc1COC(=O)CCC(=O)N(CC(C)C)c1c(N)n(CC(C)C)c(=O)[nH]c1=O
 : -0.6, -7, 2.2, -4, 4, 0, -1, -0.1, 2, 6
O=C(Nc1ccc(Oc2ccccc2)cc1)C1CCCO1 (centres undefined)
 : -1.0, -2, 0.0, 1, 7, 2, -7, 0.1, 22, -1
COc1cccc(N2CCN(S(=O)(=O)c3c(C)[nH]c(C)c3C(=O)N3CCCCC3)CC2)c1
 : -0.4, -8, -0.8, -15, -4, -4, 1, -0.8, 13, -1
COc1ccccc1C(=O)N1CCN(CCNC(=O)C(=O)Nc2ccc(Br)c(C)c2)CC1
 : 0.2, 4, -0.8, 7, -2, 9, 1, 0.0, -8, 3
O=C(CCc1n[nH]c(=O)[nH]c1=O)N/N=C/c1ccco1
 : -0.3, -4, 40, -3, 51*, 4, 38, -0.6, 81*, 31
CC(C)c1nnc(NC(=O)c2c(O)c3cccc4c3n(c2=O)CCC4)s1
 : 1.0, -5, 0.3, 0, 11, -2, 2, 0.2, -1, 25
COC(=O)c1ccccc1NC(=O)COC(=O)C1CCCCC1
 : -0.4, -6, 0.4, -14, 0, -12, 3, -0.6, -17, 5
COc1cc(Cl)ccc1OCc1cc(C(=O)NC(C)Cc2cnccn2)no1 (centres undefined)
 : -0.4, -3, -0.2, -11, 4, 12, 0, 0.4, -2, 8
CCn1c(C)nc2cc(C(=O)N/N=C(\C)c3ccccc3O)ccc21
 : -0.8, -7, -0.9, 12, 1, 2, 0, 0.0, -7, -3
Cc1nn(Cc2ccccc2)c(Cl)c1/C=C/C(=O)OCC(=O)N1CCCC1=O
 : 0.7, -2, -0.7, 4, 2, 8, -1, 1.0, -9, 1
O=S(=O)(c1ccccc1)N1N=C(c2cccs2)CC1c1ccc(Br)cc1 (centres undefined)
 : -0.1, -4, 1.9, -5, -7, -5, 1, 0.2, -15, -1
Cc1nn(-c2ccccc2)c(C)c1C(=O)Oc1ccccc1
 : -0.4, -1, 1.5, -2, -1, -8, 0, 0.0, -13, 2
C[C@H](NC(=O)c1ncn2c1C(=O)NC[C@@H]2C)c1ccccc1
 : -0.4, 3, -0.1, -3, -2, -4, -2, -0.1, nt, 3
COc1cc(OC)c(-c2oc3ccccc3c(=O)c2O)c(OC)c1
 : -0.3, -4, -0.8, -7, 4, 0, -2, 0.8, -19, 21
CCOc1cc(CNC2CCCC2)ccc1OCc1ccccc1Cl
 : -0.6, 0, 2.4, -6, 0, 1, -1, -0.8, 1, -2
CCCCN(CC)c1nc(-c2ccncc2)nc2ccccc12
 : -0.1, -6, 8.7, -4, 0, 1, 1, 0.6, -2, 4
CC1(C)Cc2c(ccc3ccccc23)/C(=C/C(=O)N2CCCCC2)N1
 : -0.3, -6, -0.2, -1, -16, -5, -4, 0.4, 4, -9
COc1ccc(-n2nc(C(=O)NCC(=O)N3CCN(Cc4ccc5c(c4)OCO5)CC3)c3ccccc3c2=O)cc1OC
 : 0.0, -3, 0.2, -7, -2, 6, -2, 0.4, -4, -13
Cc1ccccc1N(CC(=O)NCc1ccccc1)C(=O)CCC(=O)Nc1nccs1
 : -0.5, -2, -0.8, 3, 1, 13, -2, -0.1, -2, 1
Cc1cc2nc(C3CCN(Cc4nnnn4Cc4ccccc4)CC3)[nH]c2cc1C
 : 0.1, 0, 0.7, -4, 2, -9, -2, 0.5, -2, 3
Cc1ccc(NC(=O)CO/N=C(\N)c2nonc2N)cc1C
 : -0.5, -1, -2.3, 3, 1, 0, 2, -0.7, -3, 3
O=C(N=C1SC2CS(=O)(=O)CC2N1c1ccccc1C(F)(F)F)C1CCCO1 (centres undefined)
 : 0.7, -3, -0.8, 0, 2, 5, -1, -0.2, -8, 5
O=C(O)c1sc2cc(C(F)(F)F)cnc2c1-c1ccccn1
 : -0.2, -1, -0.7, -13, 3, -2, -1, 0.0, -2, -6
c1coc(CNc2nc3ccccc3n2CCN2CCOCC2)c1
 : 0.1, 0, 4.0, -2, 6, 8, 0, -0.4, -13, 4
O=C(NCCCN1CCOCC1)c1cc2ccccc2cc1O
 : -0.3, -2, -0.7, -9, -1, -6, -2, 0.4, -4, -2
CCSc1nnc2c(n1)OC(c1ccc(C(=O)O)cc1)N(C(C)=O)c1ccccc1-2 (centres undefined)
 : -1.5, 1, -1.1, 5, 0, -4, -1, 1.8, 11, -14
CCCCNC(=O)C1CC(c2cccc([N+](=O)[O-])c2)=NO1 (centres undefined)
 : 0.2, -1, -0.7, 12, 6, 5, 2, -0.7, 2, -33
CC(=O)Nc1ccc(C(=O)OCC(=O)N(c2ccccc2)C2CCCCC2)cc1
 : -0.1, -2, -0.7, -13, 1, 0, 0, 0.8, -10, 5
O=C(NCC1CCN(C(=O)c2c(F)c(F)c(F)c(F)c2F)CC1)c1c(F)c(F)c(F)c(F)c1F
 : -0.4, -1, 0.1, 3, 2, 8, -2, -0.4, -10, 7
COc1ccc(S(=O)(=O)Nc2cc([N+](=O)[O-])ccc2OC)cc1
 : -0.3, 6, -2.4, 11, 3, 2, 0, 0.8, -6, -16
O=C(COC(=O)Cn1cnc2ccccc21)Nc1ccc(F)c(F)c1
 : 0.0, 0, -0.3, -3, -2, -1, 2, -1.2, -7, 4
Cc1cc(C)c(NC(=O)C2CC(=O)N(Cc3ccccc3)C2)c(C)c1 (centres undefined)
 : 0.1, -9, -0.3, -3, 1, -2, -2, 2.3, -3, -3
O=C(CCN1C(=O)/C(=C\c2ccccc2Cl)SC1=S)N1CCN(c2ccccc2)CC1
 : -1.5, -5, 3.8, -2, 1, -3, -7, 0.3, 2, -6
CC(=O)Nc1ccc(S(=O)(=O)N(C#N)c2nc(C)cc(C)n2)cc1
 : -1.2, -4, -1.6, -4, -1, -14, -1, -1.0, -5, 4
COc1ccccc1N(C)S(=O)(=O)c1ccc(C(=O)N(CC(N)=O)C(C)C)cc1
 : -0.3, 1, -3.6, 3, -1, 25*, -2, 0.5, 0, 0
Cc1ccc(S(=O)(=O)N2CCOCC2)cc1C(=O)NCc1ccc2c(c1)OCO2
 : -0.5, 0, 0.1, -7, 1, -2, -2, 1.8, 2, -1
CC(=O)c1c(C)n(CCO)c2ccc(O)cc12
 : -0.6, -2, 0.7, -8, 2, 4, 0, 0.1, -6, 0
CCOc1ccc(NC(=O)CSc2nncc(=O)n2N)cc1
 : 0.5, 1, 0.2, 13, 1, 3, -3, -0.3, -3, -2
C/C(=N/NC(=O)CSc1ccccn1)c1ccc([N+](=O)[O-])cc1
 : -0.1, -2, -1.9, -1, 1, 1, -3, 0.4, -2, -29
CC12CC3CC(C1)CC(C(=O)NNC(=O)c1ccncc1)(C3)C2
 : -0.2, -1, -2.0, 3, 2, 4, 0, 0.0, -15, -2
CCOc1cc(C(=O)NCCN2CCOCC2)cc(OCC)c1OCC
 : -1.3, -11, -0.2, 6, 5, 26*, -4, -0.2, 4, 0
NNc1ncnc2c1cnn2-c1ccccc1
 : 0.5, 4, -1.0, -4, 4, 28*, 0, 0.2, 35, 3
Cc1cccc(C2NC(=O)c3ccccc3N2)c1 (centres undefined)
 : -0.2, 2, -0.3, 8, 1, -11, 0, 0.7, -10, 8
COc1ccc(S(=O)(=O)N2CN(CCc3ccc(OC)c(OC)c3)c3nc4ccccc4nc32)cc1
 : 0.9, -4, 3.7, 1, -11, -10, 1, 0.2, -5, -7
CN=Cc1nc(-c2ccccc2)oc1O
 : -0.5, -12, -0.5, -4, 1, -10, 0, 9.9*, -2, -17
Cc1cc(C(=O)N/N=C/c2cccs2)n[nH]1
 : 0.1, -3, 1.0, 1, -1, 3, -1, 2.3, -5, -4
COc1cc(C(=O)NCC(c2cccnc2)N2CCN(C)CC2)cc(OC)c1OC (centres undefined)
 : -0.1, -1, -5.1, 1, -2, 5, -8, 0.6, -2, -9
O=C(Cn1cc(C(F)(F)F)ccc1=O)N/N=C/c1ccc(F)cc1
 : 0.1, -2, -1.6, -6, 1, -4, 4, 2.0, -2, -2
COc1ccc(NC(=O)C(C)(C)Oc2ccc(Cl)cc2)cn1
 : -0.2, -2, -0.1, -8, -2, 2, -2, -0.5, -11, 3
Cc1ccc2c(c1)oc(=O)n2CC(=O)c1ccccc1
 : 0.0, -1, -1.6, -4, 1, 12, 2, -0.2, -4, 8
O=[N+]([O-])c1ccc(Cl)c(C2Nc3cccc4cccc(c34)N2)c1
 : 0.7, 3, 5.9, 8, -16, -1, 5, 3.1, 10, -13
O=C1OCC2=C1C(c1ccc(Cl)cc1)c1cc3c(cc1O2)OCO3 (centres undefined)
 : 0.2, -1, 2.1, 10, -36, -8, -2, -1.3, -5, -2
CC(=O)NS(=O)(=O)c1ccc(N=c2ssc3c2-c2ccc(C)cc2NC3(C)C)cc1
 : -0.8, 2, 2.2, -14, -9, -18, 2, 1.5, -6, -7
O=S1(=O)CC(N2CCOCC2)c2ccccc21 (centres undefined)
 : 0.0, -4, -0.6, 0, 1, 4, -4, -1.0, -7, 1
O=C(NNC(=O)c1ccc2c(=O)n3c(nc2c1)CCC3)c1ccc(Cl)cc1
 : -0.1, -4, -1.6, -8, 2, -11, -1, 0.0, 0, 8
CCOC(=O)C1CCCN(CC(=O)Nc2c(C(=O)OC)[nH]c3ccccc23)C1 (centres undefined)
 : -1.0, -6, -1.7, 2, 1, 14, -1, 0.3, -10, -4
CCOCCCn1c(C)nc2c[n+](CC(=O)c3ccc4ccccc4c3)cc(Br)c21
 : 0.1, 3, 5.7, -8, 5, -18, 0, 0.2, 0, -29
CCCCNC(=O)c1nnn(-c2ccccc2)c1N
 : 0.3, -1, -0.4, -9, 7, -6, -4, -0.2, -2, 2

# Additional records
# Results follow in this order: Tb MetRS inh, bovine MsrA act, LMPTP inh, E coli Lon inh, DNMT1 inh, CendR NRP1 mod, STEP block, MsrA inh, Scp-1 inhibitor, SUMO1-SIM PPI
O=C(c1ccco1)N1CCN(C(=O)c2ccco2)CC1
 : -1.0, -8, -0.6, 7, 0, 6, 1, 1.2, nt, 4
C=CCn1c(SCC(O)Cn2c3ccccc3c3ccccc32)nnc1-c1ccco1 (centres undefined)
 : 0.5, 1, 6.5, -1, -10, 7, 4, 0.7, 6, 1
N#Cc1cc2ccccc2nc1SCC(=O)Nc1ccccc1N1CCOCC1
 : -0.8, -3, 1.6, -2, -5, -4, 0, -0.8, -8, -5
Cc1ccc(C)c(N/C=C(\C#N)c2nc3ccccc3o2)c1
 : -1.2, -4, 2.1, 0, 23, -24, 1, 0.2, 0, 2

# Assay outcomes deposited in PubChem BioAssay by several laboratories.
